STK33 inh: inhibitors of purified STK33 kinase, primary screen, biochemical, ADP-Glo luminescence, homogeneous, cell-free; Serine/threonine-protein kinase 33 (Homo sapiens), Q9BYT3; MBP phosphorylation; inhibition, % at 10 µM; 0.073% of 320,000 active; AID 2661, 2010;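 active = inhibition at or above 25%, using the most active replicate where run in duplicate; inactive = inhibition below 25%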
Target sequence (Q9BYT3 whole entry, looked up): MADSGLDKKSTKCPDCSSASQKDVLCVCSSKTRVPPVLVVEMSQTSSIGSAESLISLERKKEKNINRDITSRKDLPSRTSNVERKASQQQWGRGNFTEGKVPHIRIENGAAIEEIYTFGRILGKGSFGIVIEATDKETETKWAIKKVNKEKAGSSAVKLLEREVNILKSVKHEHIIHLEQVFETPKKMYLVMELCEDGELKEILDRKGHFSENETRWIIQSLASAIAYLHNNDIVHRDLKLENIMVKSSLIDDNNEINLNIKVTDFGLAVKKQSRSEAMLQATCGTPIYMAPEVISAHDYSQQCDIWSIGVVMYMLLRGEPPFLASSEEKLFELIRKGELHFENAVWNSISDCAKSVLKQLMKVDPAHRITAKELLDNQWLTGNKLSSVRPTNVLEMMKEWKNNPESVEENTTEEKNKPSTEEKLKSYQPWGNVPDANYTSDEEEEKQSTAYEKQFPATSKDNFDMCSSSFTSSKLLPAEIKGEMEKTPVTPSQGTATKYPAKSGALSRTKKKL
OX1R FRET antag: antagonists of human orexin 1 receptor (OX1R); AID 485270, 2010; inhibition, % at 6.6 µM; 1.8% of 330,000 active; OX1R-expressing cells, FRET antagonist read-out; Orexin/Hypocretin receptor type 1 (Homo sapiens), O43613; in the data active = inhibition mostly above about 38%, no sharp cut-off; inactive = mostly below about 40%;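 note: 0% = agonist challenge alone and 100% = reference antagonist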
Target sequence (O43613 whole entry, looked up): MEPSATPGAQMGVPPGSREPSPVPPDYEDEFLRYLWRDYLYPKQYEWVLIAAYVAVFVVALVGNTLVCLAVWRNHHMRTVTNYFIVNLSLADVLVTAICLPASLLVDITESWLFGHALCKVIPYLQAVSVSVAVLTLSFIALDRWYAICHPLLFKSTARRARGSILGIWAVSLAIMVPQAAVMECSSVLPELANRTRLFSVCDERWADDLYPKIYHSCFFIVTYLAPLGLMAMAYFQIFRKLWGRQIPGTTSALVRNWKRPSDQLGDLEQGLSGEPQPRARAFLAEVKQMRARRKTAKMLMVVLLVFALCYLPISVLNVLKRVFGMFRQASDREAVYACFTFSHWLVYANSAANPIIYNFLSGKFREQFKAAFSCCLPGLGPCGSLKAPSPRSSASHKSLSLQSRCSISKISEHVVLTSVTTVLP
Starred values were filed as active, the others as inactive; nt = no result given.

STK33 inh	OX1R FRET antag	structure
nt	25	CCOC(=O)N1CCN(S(=O)(=O)c2ccc(F)c(C(=O)Nc3ccc(C)c(Cl)c3)c2)CC1
1.2	18	Cc1cc(OC(=O)c2cc(Br)ccc2Cl)c([N+](=O)[O-])c(=O)[nH]1
0.0	14	CC1CCC2(CC1)NC(=O)N(CC(=O)c1ccc[nH]1)C2=O (stereo unspecified)
-1.3	7	CCc1ccc(N2C(=O)CC(Cn3nc(C)cc3C)C2=O)cc1 (stereo unspecified)
1.3	4	CC1=NNC(=O)C1C(c1ccc(Cl)cc1)C(C#N)C#N (stereo unspecified)
-2.1	12	O=C(CSc1nc2ccccc2o1)N1CCN(c2ccc(Cl)cc2)CC1
nt	8	C[C@H]1NS(=O)(=O)c2ccc(Br)cc2O[C@H]1c1ccccc1
-0.2	1	NC(=O)CSc1nnc(-c2cccc(S(=O)(=O)N3CCOCC3)c2)n1C1CCCCCC1
-0.3	13	COC(=O)c1ccc(N2CCCCC2)c(NS(=O)(=O)c2ccc(C)cc2)c1
-2.0	8	C/C(=N\N=C1\NC(=O)C(CC(=O)NCc2ccccc2)S1)C(C)C (stereo unspecified)
-1.3	0	CCOC(=O)c1c(N)sc(C(=O)N(C)C)c1CN1CCOCC1
-1.6	10	CC(C)c1nc2sc3c(=O)n(N)cnc3c2c2c1COC(C)(C)C2

Part of the list above, field by field.
Structure: CCOC(=O)N1CCN(S(=O)(=O)c2ccc(F)c(C(=O)Nc3ccc(C)c(Cl)c3)c2)CC1
- STK33 inh = nt
- OX1R FRET antag = 25

Structure: Cc1cc(OC(=O)c2cc(Br)ccc2Cl)c([N+](=O)[O-])c(=O)[nH]1
- STK33 inh = 1.2
- OX1R FRET antag = 18

Structure: CC1CCC2(CC1)NC(=O)N(CC(=O)c1ccc[nH]1)C2=O (stereo unspecified)
- STK33 inh = 0.0
- OX1R FRET antag = 14

(continued)
STK33 inh	OX1R FRET antag	structure
0.6	10	CC(C)Cc1ccc(C(C)C(=N)N)cc1 (stereo unspecified)
-0.7	5	COc1ccc(Cl)cc1NC(=O)COC(=O)C1CC(=O)N(Cc2ccccc2)C1 (stereo unspecified)
-1.6	14	CC(=O)Nc1nnc(CSCc2ccc(F)cc2)s1
-0.8	2	Cc1cc(NCc2ccccn2)n2nc(C)c(-c3ccc(Cl)cc3)c2n1
-0.3	2	Cn1cc(CN2CCC(n3nccc3NC(=O)CCCc3ccccc3)CC2)cn1
0.5	5	Cc1c(-c2nc(-c3ccc(C(C)(C)C)cc3)no2)n(C)oc1=O
1.1	7	O=C(CN1CCOCC1)NCc1cc([N+](=O)[O-])ccc1O
-2.1	4	CN(C)c1ccc(P(=O)(OCc2ccccc2)C(O)c2ccncc2)cc1 (stereo unspecified)
-0.6	5	COc1cc2c(cc1OC)CN(Cc1ccccc1)CC2
-0.9	6	COc1cc(/C=C2/SC(=S)N(c3ccccc3)C2=O)ccc1Oc1nc(N2CCOCC2)nc(N2CCOCC2)n1
0.1	12	C/C(=C\c1ccccc1)CN1CCC(C(=O)N2CCC(C)CC2)CC1
0.9	8	Cc1ccc(S(=O)(=O)N2CCOCC2)cc1C(=O)OCC(=O)Nc1ccc2[nH]c(=O)[nH]c2c1
-0.1	-2	CN(Cc1cccc(F)c1)C(=O)c1cc(S(=O)(=O)N2CCOCC2)ccc1N1CCCC1
1.6	4	O=C(CSc1ccccc1)NC1CCCCCC1
-1.5	12	CN(CC(=O)Nc1cccc(F)c1)C(=O)c1ccc(C2SCCS2)cc1
-3.3	5	CCC(=O)OCCCCCCOc1ccc(C(=O)O)cc1
-1.6	37	COc1ccc(S(=O)(=O)N(C)CC(=O)Nc2cccc(C(C)=O)c2)cc1Cl
-1.4	8	O=C1CCC([N+](=O)[O-])C(c2ccc(Cl)cc2Cl)N1 (stereo unspecified)
-1.7	0	COc1ccc(CC(=O)Nc2ccc(S(=O)(=O)N3CCN(C)CC3)cc2)cc1
-0.4	6	CCN1CCN(CNC(=O)c2cnccn2)CC1
-1.3	26	O=C(NCc1ccccn1)c1cn(Cc2ccccc2)nn1
-1.2	28	CC(c1ccccc1)C1CC(=O)N(Cc2ccccc2)C1=O (stereo unspecified)
1.3	7	CN(C(=O)COc1ccc(S(=O)(=O)N2CCOCC2)cc1[N+](=O)[O-])C1CCS(=O)(=O)C1 (stereo unspecified)
0.5	16	COc1ccc(C(=O)N/N=C2\SCC(=O)N2Cc2ccc3c(c2)OCO3)c(OC)c1
-1.8	5	COc1ccc(C(=O)NC(=O)COC(=O)C2CC2C)cc1 (stereo unspecified)
nt	9	Cc1nc(-c2cccc(Br)c2)ccc1C(=O)O
-1.7	7	CC(=O)N1N=C(c2ccccc2)OC12CCCC2
-0.5	15	Cc1ccc(SCCN2CCC(NC(=O)OCc3ccccc3)CCC2=O)cc1 (stereo unspecified)
1.0	25	Cc1ccc2nnc(Cl)n2n1
-0.6	15	CCc1noc(C)c1C(=O)NNC(=O)c1nn(CC)c(=O)c2ccccc12
-0.3	7	Cc1ccc(S(=O)(=O)N2CCCC2C(=O)O)s1 (stereo unspecified)
0.8	8	CCCCn1c(N)c(N(C)C(=O)C2CC(=O)N(Cc3ccco3)C2)c(=O)[nH]c1=O (stereo unspecified)
-1.7	2	CN(C(=O)CSc1nnc(Nc2ccccc2F)s1)C1CCS(=O)(=O)C1 (stereo unspecified)
-1.1	13	Cc1ccc(CN(Cc2cccnc2)C(=S)Nc2cc(Cl)ccc2C)cc1
-0.8	13	CC(=O)Nc1ccc(OCC(=O)NCCc2ccccc2)cc1
0.0	20	CC(C)C(NC(=O)C(c1ccccc1)c1ccccc1)c1nc2ccccc2[nH]1 (stereo unspecified)
-1.2	8	CC(=O)Nc1ccc(C(=O)OCc2ccc(Cl)cc2)cc1
0.4	5	COc1ccc(-c2nc(C#N)c(NCc3cccnc3)o2)cc1OC
1.1	11	CCOC(=O)CN1C(=O)C(Sc2n[nH]c(-c3ccc(O)cc3)n2)CCc2ccccc21 (stereo unspecified)
-1.2	15	COc1ccc(N(C)S(=O)(=O)c2ccc3c(c2)CCC(=O)N3)cc1
-3.1	-31	O=C(OCC(=O)N1CCOCC1)c1ccc(Br)cc1
0.1	44*	O=C(Nc1nc(-c2ccc(Cl)s2)cs1)c1ccncc1
-1.0	6	Cc1[nH]c2ccc(C(=O)N3CCN(c4ccccn4)CC3)cc2c1C
-0.5	5	NS(=O)(=O)c1c(Sc2ccccc2C(=O)O)ccc2ccccc12
2.3	14	CCOc1cc(/C=C2\N=C3CCCCCN3C2=O)ccc1O
-1.1	7	CCCN1CCC(NC(=O)Cc2ccccc2C)CC1
-1.3	10	CCN(CC)c1nc2ccccc2n(Cc2cccc(OC)c2)c1=O
-0.4	1	Oc1cccc(NC(=S)Nc2ccccc2)c1
-2.3	15	CSc1ccccc1NC(=O)COC(=O)c1c[nH]c(=O)[nH]c1=O
-1.3	24	COC(=O)c1ccc(Oc2nc(Nc3ccccc3)nc(N(C)C)n2)cc1
1.0	8	CN(CC(=O)Nc1ccccc1C(F)(F)F)C(=O)CSc1nnnn1C
-1.1	5	CCn1cc(C(=O)NCc2ccco2)c(=O)c2cc(S(=O)(=O)N3CCC(C)CC3)ccc21
-1.4	12	Cc1c(C(=O)NN2CCOCC2)cccc1[N+](=O)[O-]
0.9	5	COc1ccc(CCN2C(=O)CC(N3CCN(C/C=C/c4ccccc4)CC3)C2=O)cc1OC (stereo unspecified)
-1.3	8	COC(=O)c1ccc(COc2ccccc2/C=C(\C#N)C(=O)Nc2ccccc2C)cc1
0.3	13	COc1c(Br)cc(Br)cc1/C=N/n1c(C)nnc1C
-1.0	20	O=C1c2ccccc2C(Nc2ccc3c(c2)OCCO3)N1c1ccc(Cl)cn1 (stereo unspecified)
4.0	15	CCn1c(=O)c2c3c(sc2n2c(=S)[nH]nc12)CCC3
3.3	89*	CC(=O)c1cccc(NC(=O)CCS(=O)(=O)c2cccc3nsnc23)c1
-1.0	47	Cn1c(Sc2ccc([N+](=O)[O-])cc2C(F)(F)F)nnc1-c1ccccc1

Next entries follow:
STK33 inh	OX1R FRET antag	structure
-0.6	17	CC(C)(C)C1CCC(=NNC(=O)CN(c2ccccc2)S(C)(=O)=O)CC1 (stereo unspecified)
0.7	nt	O=C(Nc1cccc(F)c1)c1cccnc1
nt	-2	CC(C)N(C(=O)[C@H]1C[C@H](CC(=O)NCc2cccc(C(F)(F)F)c2)C(=O)N2CCc3c([nH]c4ccc(Cl)cc34)[C@]12C)C(C)C
-0.5	-10	CCc1ccccc1NC(=O)CCS(=O)(=O)c1ccc(C)cc1
-0.6	1	Cc1sc2ccccc2c1CNC[C@H]1O[C@@H](n2cnc3c(N)ncnc32)[C@H](O)[C@@H]1O
-1.9	8	CCOCc1nnc(NC(=O)c2c(OC)cccc2OC)s1
0.6	5	Cc1cccc(C)c1NC(=O)C1CCCN1S(=O)(=O)c1ccc2c(c1)n(C)c(=O)c(=O)n2C (stereo unspecified)
-3.1	7	Cc1ccc2nc(-c3ccncc3)cc(-c3ccccc3)c2c1
-1.4	12	Cn1c(=O)oc2cc(S(=O)(=O)NCCN3CCc4ccccc4C3)ccc21
-1.9	14	COc1cc(NC(=O)CN2CC(c3ccccc3)CC2=O)cc(OC)c1 (stereo unspecified)
-0.4	52	Cc1ccc2c(c1)-c1nc3ccccc3cc1C2=NC1CCCCC1
-1.2	25	O=C(COc1ccc2ccccc2c1)NNC(=O)c1ccccc1
-0.4	25	O=C(Nc1nc2ccc(SC(F)F)cc2s1)c1ccc(NS(=O)(=O)c2ccc(F)c(F)c2)cc1
-0.7	-1	COC(=O)[C@H](CCSC)NC(=O)Nc1ccc(OC)c(Cl)c1
0.7	7	COc1cccc(C2CC(=O)NC3=C2C(=O)CCC3)c1 (stereo unspecified)
-0.8	13	N/C(=N\OS(=O)(=O)c1ccc2ccccc2c1)c1ccncc1
-1.3	12	COc1ccccc1C(=O)COC(=O)C1(C)CC1(Cl)Cl (stereo unspecified)
-0.1	37	O=S(=O)(NC1CCCCC1N1CCCCC1)c1ccc(Cl)cc1 (stereo unspecified)
0.4	34	COc1ccc(OCC(=O)NNC(=S)NC(=O)c2ccc([N+](=O)[O-])cc2)cc1
0.5	32	COc1ccccc1CC1(C)NC(=O)N(CC(=O)Nc2cc(C)on2)C1=O (stereo unspecified)
0.2	6	CCN(CC)CCN(C(=O)c1ccc(N2C(=O)CCC2=O)cc1)c1nc2cc3c(cc2s1)OCCO3
1.2	16	CCn1cc(/C=C(\NC(=O)c2ccccc2)C(=O)NCCCN2CCOCC2)c2ccccc21
0.5	13	CC1CC(C)CN(C(=O)c2cccc(NC(=O)CC3SC(N4CCCCC4)=NC3=O)c2)C1 (stereo unspecified)
0.3	-1	OCC1(CCc2ccccc2)CCN(C/C=C/c2ccccc2)CC1
-0.6	-8	COc1ccc(S(=O)(=O)N(C(=O)C(C)C)c2ccc3oc(=O)sc3c2)cc1
-0.7	41	CCn1ccc(C(=O)Nc2ccc(S(=O)(=O)Nc3ccccc3OC)cc2)n1
-1.0	8	COc1cccc(-c2nc(-c3ccccc3)nc(N3CCN(C)CC3)c2C#N)c1
-0.5	5	COc1cc(C(=S)N2CCOCC2)cc(OC)c1OC(=O)c1ccc(F)cc1
-0.4	-2	CC(OC(=O)c1ccc(C(C)(C)C)cc1)C(=O)NC1CCCCC1C (stereo unspecified)
-0.5	7	O=C(COC(=O)c1cccs1)Nc1cc(S(=O)(=O)N2CCOCC2)ccc1Cl
-0.4	8	CNC(=O)c1ccccc1-c1ccccc1
nt	10	O=C(COC(=O)CCCOc1ccccc1)NC1CCS(=O)(=O)C1 (stereo unspecified)
-1.6	4	CC(C(=O)NCCC1=CCCCC1)N1C(=O)c2ccccc2C1=O (stereo unspecified)
-2.3	11	Cc1ccc(NC(=O)COC(=O)CCC(=O)c2ccc(Cl)cc2)cc1S(=O)(=O)N(C)C
-0.2	64*	O=[N+]([O-])C(/C=C(\Cl)[N+](=O)[O-])=C(N1CCCCC1)N1CCCCC1
0.9	24	O=C(Nc1ccccc1)Nc1ccc(-n2ccc(C(F)(F)F)n2)cc1
-0.1	3	COc1ccc(N2CC(C(=O)NCCCN3CCOCC3)CC2=O)cc1 (stereo unspecified)
0.5	25	O=C(Nc1ccccc1)Nc1ccc2ocnc2c1
1.6	18	O=c1c2c(-c3ccc([N+](=O)[O-])cc3)csc2nc2n1CCCCC2
-1.1	9	Cc1cc(C)nc(/N=C(\N)Nc2cccc(OCc3ccccc3)c2)n1

Structures from the list above containing two or more sulfur atoms:
STK33 inh	OX1R FRET antag	structure
-0.2	1	NC(=O)CSc1nnc(-c2cccc(S(=O)(=O)N3CCOCC3)c2)n1C1CCCCCC1
-1.6	14	CC(=O)Nc1nnc(CSCc2ccc(F)cc2)s1
-0.9	6	COc1cc(/C=C2/SC(=S)N(c3ccccc3)C2=O)ccc1Oc1nc(N2CCOCC2)nc(N2CCOCC2)n1
-1.5	12	CN(CC(=O)Nc1cccc(F)c1)C(=O)c1ccc(C2SCCS2)cc1
1.3	7	CN(C(=O)COc1ccc(S(=O)(=O)N2CCOCC2)cc1[N+](=O)[O-])C1CCS(=O)(=O)C1 (stereo unspecified)
-0.3	7	Cc1ccc(S(=O)(=O)N2CCCC2C(=O)O)s1 (stereo unspecified)
-1.7	2	CN(C(=O)CSc1nnc(Nc2ccccc2F)s1)C1CCS(=O)(=O)C1 (stereo unspecified)
0.1	44*	O=C(Nc1nc(-c2ccc(Cl)s2)cs1)c1ccncc1
-0.5	5	NS(=O)(=O)c1c(Sc2ccccc2C(=O)O)ccc2ccccc12
4.0	15	CCn1c(=O)c2c3c(sc2n2c(=S)[nH]nc12)CCC3
3.3	89*	CC(=O)c1cccc(NC(=O)CCS(=O)(=O)c2cccc3nsnc23)c1
-0.4	25	O=C(Nc1nc2ccc(SC(F)F)cc2s1)c1ccc(NS(=O)(=O)c2ccc(F)c(F)c2)cc1
-0.6	-8	COc1ccc(S(=O)(=O)N(C(=O)C(C)C)c2ccc3oc(=O)sc3c2)cc1
-0.5	7	O=C(COC(=O)c1cccs1)Nc1cc(S(=O)(=O)N2CCOCC2)ccc1Cl

Bioassay records deposited in PubChem by several laboratories.
